# CXCR6 block = inhibitors of human CXCR6 receptor | inhibition, % at 20 µM | CHO-K1 PathHunter CXCR6 beta-arrestin, luminescence | 360,000 tested, 0.36% active | O00574; in the data active means inhibition above about 34%, passing the limit was not always enough;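 further: antagonist mode with CXCL16 agonist at 10 nM final; 0% = 10 nM CXCL16 with DMSO and 100% = unstimulated wells without agonist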
# Target sequence (O00574 whole entry, looked up): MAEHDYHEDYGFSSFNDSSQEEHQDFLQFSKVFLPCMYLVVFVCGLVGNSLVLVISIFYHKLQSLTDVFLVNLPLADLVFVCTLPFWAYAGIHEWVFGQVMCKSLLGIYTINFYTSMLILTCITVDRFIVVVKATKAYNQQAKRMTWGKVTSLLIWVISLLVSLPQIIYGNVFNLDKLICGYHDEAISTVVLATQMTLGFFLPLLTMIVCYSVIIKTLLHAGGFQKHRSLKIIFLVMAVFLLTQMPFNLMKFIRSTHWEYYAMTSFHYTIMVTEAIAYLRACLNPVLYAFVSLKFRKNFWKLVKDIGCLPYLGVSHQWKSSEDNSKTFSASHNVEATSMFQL
# EBI2 antag = antagonists of human EBI2 receptor; inhibition, % at 5 µM; AID 651636; P32249; EBI2 beta-arrestin recruitment, luminescence, 7a,25-OHC stimulated; 360,000 tested, 0.81% active; in the data active means inhibition above about 38%;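 further: enzyme fragment complementation signal reports receptor beta-arrestin coupling in cells; 0% = agonist plus DMSO wells and 100% = wells without agonist; some results beyond the cut were filed as inactive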
# Target sequence (P32249 whole entry, looked up, the tested form may be a part): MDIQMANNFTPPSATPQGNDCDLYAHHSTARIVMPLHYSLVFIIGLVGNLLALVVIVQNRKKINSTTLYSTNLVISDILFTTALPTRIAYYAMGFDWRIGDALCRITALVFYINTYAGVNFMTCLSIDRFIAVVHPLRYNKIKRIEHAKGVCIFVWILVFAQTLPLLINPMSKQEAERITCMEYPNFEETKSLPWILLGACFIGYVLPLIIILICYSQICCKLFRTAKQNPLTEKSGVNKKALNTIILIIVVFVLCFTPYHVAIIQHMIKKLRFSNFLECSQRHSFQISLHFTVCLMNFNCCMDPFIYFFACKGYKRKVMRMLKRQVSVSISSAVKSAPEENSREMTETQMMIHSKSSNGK
# 697 NFkB inh = inhibitors of the PMA/ionomycin-induced NF-kB reporter in 697 B cells; 697 B-cell NF-kB luciferase reporter, 16 h; inhibition, % at 4 µM; 330,000 tested, 0.33% active; AID 435022; in the data active means inhibition above about 35%
# CCR6 antag = antagonists of human CCR6 receptor; P51684; inhibition, % at 20 µM; CHO-K1 CCR6 PathHunter beta-arrestin, luminescence, CCL20-stimulated; 340,000 tested, 0.49% active;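 active means compounds whose inhibition of the agonist-driven luminescence signal at 20 µM reaches about 50%, limit read from the data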;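 further: cells stimulated with CCL20 at 14 nM final; plate controls were DMSO with CCL20 for no effect and DMSO without agonist for full effect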
# Jurkat NFkB inh = inhibitors of the PMA/ionomycin-induced NF-kB reporter in Jurkat cells; PMA/ionomycin-induced NF-kB luciferase reporter, luminescence; inhibition, % at 4 µM; 330,000 tested, 0.53% active; AID 435003; in the data active means inhibition above about 50%
# Gli-Sufu antag = blocks Gli-Sufu signaling in a luciferase reporter | Sufu-KO-LIGHT fibroblasts, Gli luciferase reporter luminescence | AID 588413 | inhibition, % at 5 µM | 340,000 tested, 0.74% active;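 active means inhibition above about 55%, limit read from the data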;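 further: 0% = DMSO-treated cells and 100% = wells with medium but no cells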
# UBC13 inh = inhibitors of human UBC13 polyubiquitin chain formation; 330,000 tested, 0.47% active; TR-FRET; inhibition, % at 20 µM; P61088; in the data active means inhibition above about 45%, passing the limit was not always enough
# Target sequence (P61088 whole entry, looked up): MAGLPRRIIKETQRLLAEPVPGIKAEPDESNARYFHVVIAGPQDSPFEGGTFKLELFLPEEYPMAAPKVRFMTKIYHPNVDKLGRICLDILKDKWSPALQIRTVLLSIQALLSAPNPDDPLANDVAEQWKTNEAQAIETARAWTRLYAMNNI
# APJ antagonist = blocks the human apelin receptor APJ | 330,000 tested, 0.32% active | inhibition, % at 20 µM | CHO-K1 APJ beta-arrestin complementation, luminescence | P35414 | AID 2521;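 active means inhibition above about 40% at 20 µM, limit read from the data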;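 further: cells challenged with 10 nM apelin-13 agonist together with compound; plate controls were apelin-13 plus DMSO wells for no effect and DMSO wells lacking apelin-13 for full effect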
# The depositor's hits bear a star; nt = not tested or not shown. This is a random part of the collection. About 3% of those tested had a hit in this group.
SMILES,CXCR6 block,EBI2 antag,697 NFkB inh,CCR6 antag,Jurkat NFkB inh,Gli-Sufu antag,UBC13 inh,APJ antagonist
CCOC1=NC(C(=O)O)c2ccccc2/C(=C(/C)Cl)N1 (centres undefined),3,-6,-5,0,3,23,4,19
C/C(=N\NC(=O)Cn1cc([N+](=O)[O-])cn1)c1ccc(O)cc1,8,3,5,4,-2,1,19,19
C=CCn1c(=O)c(C(=O)OCC)c(O)c2ccccc21,-6,-3,6,-11,2,-14,6,-9
CC(C)C[C@H](NC(=O)c1[nH]cnc1C(=O)N[C@@H](Cc1ccccc1)C(=O)OCc1ccccc1)C(=O)OCc1ccccc1,2,-4,13,8,11,-2,-24,8
O=C(/C=C/c1ccc(O)c(O)c1)OCCc1ccccc1,9,9,-71,14,55*,50,23,-6
O=C(NCCc1ccccc1)c1nccc2ccccc12,6,3,-57,-5,-36,-40,-4,9
CCC1=C(OC(=O)N(CC)CC)N2C(=O)OC(=NCCOC)[C@]2(Cc2ccccc2)[C@H]2C1=CC[C@H]1C(=O)N(CC)C(=O)[C@H]12,-4,-3,10,14,2,-3,10,24
CN1CCN(C(=O)C2=C[C@@H](c3csc4ccccc34)C[C@@H](OCCCCO)O2)CC1,-5,-28,13,4,18,-2,-4,-79
CC(=O)c1c(N2CCN(c3ccccc3)CC2)nc(=S)n(-c2ccccc2)c1C,6,-3,-18,10,0,-8,10,-15
CC(=O)NC(CC(=O)O)c1ccc([N+](=O)[O-])cc1 (centres undefined),6,5,-17,5,-10,2,-8,16
O=C(COC(=O)Cc1n[nH]c(=O)c2ccccc12)Nc1c(Cl)cccc1C(F)(F)F,-3,8,14,16,0,-15,-1,19
O=C(c1ccco1)N1CCN(C(=S)NCc2ccc(F)cc2)CC1,9,2,5,6,7,6,-2,10
COc1ccccc1NC(=O)Cn1nnc(-c2ccccc2NS(=O)(=O)c2ccccc2)n1,-3,5,-27,-1,-3,23,12,13
CCCCOc1ccc(N=Cc2ccc[nH]2)cc1,-13,1,-8,0,0,-8,-4,-2
S=C(S)N1CCCC1,2,-3,14,8,12,-5,2,0
Fc1ccc(-c2nnc(NC3=NCCCCC3)o2)cc1,-9,-14,-95,21,-16,8,-7,-22
Cc1cc(C)nc(-n2nc(C)c(Oc3ccccc3O)c2C)n1,-5,0,-3,-1,-9,-8,3,21
COc1ccc(C(=O)Nn2cc3c(c2-c2ccccc2)c(=O)n(C)c(=O)n3C)cc1,0,-18,20,0,9,5,5,0
CCN1C(=O)C2(SC(NC(C)=O)=NN2C(C)=O)c2cc(C)ccc21 (centres undefined),-3,-12,3,5,-2,0,6,11
Cn1c(COc2ccc(F)cc2)nnc1SCC(=O)NC1CC1,-2,-6,-8,-1,-4,-6,-5,8
Nc1nc(N2CCOCC2)cc(=O)[nH]1,0,-14,19,-20,-4,-37,-7,7
Cc1csc(SCC(=O)Nc2cc(S(=O)(=O)N3CCCC3)ccc2Cl)n1,7,-3,-21,3,-8,2,1,-12
CC(C)c1ccc(NC(=O)Cn2nnc(C(=O)NCc3ccc4c(c3)OCO4)c2N)cc1,1,-5,3,8,6,-7,-11,4
O=C(CSCc1ccco1)Nc1cc(C(F)(F)F)ccc1N1CCOCC1,10,11,-21,10,12,12,2,19
Cc1ccc(OCC(=O)N(C)CC(=O)Nc2ccc(F)cc2)c([N+](=O)[O-])n1,-1,-12,2,2,-3,6,-1,11

# (further entries)
SMILES,CXCR6 block,EBI2 antag,697 NFkB inh,CCR6 antag,Jurkat NFkB inh,Gli-Sufu antag,UBC13 inh,APJ antagonist
O=C(NCc1ccc2c(c1)OCO2)c1cc(-c2ccccc2)nn1CC1CC(c2cccnc2)=NO1 (centres undefined),5,-1,15,8,12,-6,-6,-63
Brc1ccc(-c2csc(-c3ccncc3)n2)cc1,-8,24,-71,1,-76,-60,-16,-16
CCOC(=O)N1CCN(Cc2ccc3ccccc3c2)CC1,-11,13,-11,6,1,0,-4,-14
O=C(COC(=O)c1c2c(nc3ccccc13)/C(=C\c1cccs1)CCC2)Nc1ccccc1Cl,10,-23,-34,10,44,-1,-14,-10
CCCN(CCC)C(=O)c1cn(CC)c2ccc(S(=O)(=O)N3CCCCC3)cc2c1=O,-7,0,-20,-3,11,-19,-7,11
Cc1nnc(NC(=O)C2COc3ccccc3O2)s1 (centres undefined),-13,-3,4,-2,-2,-35,2,3
O=C(C1CC1)N1N=C(c2ccc(F)cc2)CC1(O)C(F)(F)F (centres undefined),7,-1,2,13,2,3,2,9
Cc1cc(C)n2nc(-c3ccsc3-n3c(C)ccc3C)cc2n1,5,14,-10,16,3,1,-10,-13
COc1ccc2oc(C(=O)NCCN3CCOCC3)c(C)c2c1OC,0,5,-28,-3,-13,4,4,4
O=C(N/N=C/c1cccc([N+](=O)[O-])c1)c1cc(-c2ccccc2)nc2ccccc12,1,9,11,15,0,5,0,7
CCN1CCN(c2ccc(S(=O)(=O)N3CCCC3)cn2)CC1,2,-10,-5,5,-3,22,-21,9
CC(C)(C)OC(=O)C[C@@H]1C/C=C\C[C@@H](CC(=O)N[C@@H](CO)Cc2ccccc2)C(=O)N2CCC[C@@H]2COC1=O,6,-7,-6,7,3,3,-1,-3
O=C(COc1ccc(Br)cc1)Nc1ccncc1,-2,-5,-1,-6,15,7,3,-14
CC(=O)N1CCC(=NNc2ccnc3cc(Cl)ccc23)CC1,-13,5,1,5,3,7,-5,2
Cc1ccc(S(=O)(=O)N2CCN(c3ccccc3)CC2)cc1C(=O)NC1CCCCC1,7,17,-2,-1,11,8,0,16
COc1cccc(NC(=O)CN2CCN(S(=O)(=O)c3ccc(F)cc3)CC2)c1,-3,5,-19,6,20,-9,-4,-16
CCn1c(C)nc2cc(C(=O)NNS(=O)(=O)c3cc(Br)ccc3Br)ccc21,0,-3,5,2,-6,5,-10,-11
CSc1ncc(CN2CCc3c([nH]c4ccccc34)C2C(C)(C)C)cn1 (centres undefined),12,13,-2,12,3,2,7,-11
Cc1c(NC(=O)C(C)OC(=O)c2nc(Cl)ccc2Cl)c(=O)n(-c2ccccc2)n1C (centres undefined),13,1,-9,-3,0,-23,-4,2
O=C(NC1CCCCC1)C(c1cccs1)N(Cc1cccs1)C(=O)c1ccco1 (centres undefined),0,8,12,1,2,6,-1,17
CCOC(=O)CSc1nc2ccccc2n1CC(=O)NC(C)(C)C,4,-6,5,0,1,1,7,5
COc1ccccc1N1CCN(C(=O)c2oc3ccc(Br)cc3c2C)CC1,-7,75*,-25,-4,66*,-4,4,-2
Cc1cc(NCc2ccc(F)cc2)nc2cc(Cl)ccc12,-1,8,-26,17,-7,4,3,-2
COCc1cc(C)nc(SCC(=O)Nc2ccccc2N2CCOCC2)c1C#N,4,7,2,27,4,-16,4,18
COc1cccc(N2C(=O)Nc3ccccc3C2(O)C(=O)NCc2ccc3c(c2)OCO3)c1 (centres undefined),2,-4,8,-11,8,4,-7,2

# More compounds
SMILES,CXCR6 block,EBI2 antag,697 NFkB inh,CCR6 antag,Jurkat NFkB inh,Gli-Sufu antag,UBC13 inh,APJ antagonist
COc1ccc(OCC(=O)N2CCN(c3nnc(-c4ccccc4)c4ccccc34)CC2)cc1,4,92*,4,0,21,43,5,18
COc1cc2[nH]c(=O)n(CCCC(=O)NC3CCCCC3)c(=O)c2cc1OC,-5,-2,10,7,9,0,2,7
O=C(CCNC(=O)c1ccccc1Cl)Nc1nc(-c2ccc3ccccc3c2)cs1,3,0,-2,25,-2,22,19,0
COc1ccc(CNCc2ccccc2[N+](=O)[O-])cc1OC,-9,4,-43,6,-2,nt,-4,14
c1ccc2c(c1)nc(NC1CCCCC1)c1nncn12,-3,-7,5,24,6,-5,-4,10
COc1cc2c(cc1NC(=O)C(C)Sc1cccc[n+]1[O-])oc1ccccc12 (centres undefined),11,3,-26,11,-42,-33,6,10
CCCS(=O)(=O)C(=C1NCCO1)S(=O)(=O)CCC,11,-10,13,-4,-19,14,1,5
CCOc1cc(CNCCc2ccc(S(N)(=O)=O)cc2)ccc1OCC(=O)NC(C)(C)C,-14,-4,-40,-5,-26,12,-3,-8
CC(=O)Nc1sc2c(c1C#N)CCN(Cc1ccccc1)C2,0,2,-5,-6,-3,6,3,-5
N#Cc1c(N)nc(SCC(=O)C23CC4CC(CC(C4)C2)C3)c(C#N)c1-c1ccc(Cl)cc1,-9,-35,17,6,0,6,7,5
Cc1ccc(O)c(-c2cc(C(F)(F)C(F)F)[nH]n2)c1,-1,6,17,-7,44,-3,5,-3
CCC1(CC)SCCNC1=O,0,-7,nt,3,nt,1,nt,nt
FC(F)Oc1ccc(N=C2SCC3CCCCN23)cc1 (centres undefined),-9,9,-141,12,-69,-40,-4,7
CCOC(=O)c1c(C)[nH]c(C)c1S(=O)(=O)N(C)CC(=O)Nc1ccccc1C,-2,-18,-5,15,3,-5,-2,-41
CCN(c1ccccc1)S(=O)(=O)c1cc2c3c(c1)CCN3C(=O)CC2,5,-4,-7,nt,-7,nt,-3,5
O=C(Oc1ccc(Cl)c2cccnc12)N1CCCCC1,5,-5,-5,-5,-14,-17,-3,-7
O=C(COc1ccccc1)NN1C(=O)CSC1=S,5,-9,-8,14,14,-2,2,16
Clc1ccc(CSc2nnc(CNc3cccc(Cl)c3)o2)cc1,-5,25,15,19,11,5,8,4
COc1ccccc1-c1cc(C(=O)N2CCN(c3ccc(F)cc3)CC2)no1,9,5,14,-16,-5,-1,4,10
Cc1ccc(S(=O)(=O)CC(=O)N2CCN(c3ccc([N+](=O)[O-])cc3)CC2)cc1,4,-7,7,15,13,-1,-33,13
O=C(CCC(=O)N(c1ccc(F)cc1)C(C(=O)NC1CCCC1)c1ccncc1)Nc1cccnc1 (centres undefined),-3,-7,-30,8,7,4,-7,-16
CCOc1ccc(C(c2c(NC(=O)c3ccccc3)sc(C)c2C)N2CCN(C)CC2)cc1 (centres undefined),-3,6,-13,9,6,19,19,5
CCCNC(=O)C1(O)c2cc(Br)ccc2NC(=O)N1c1ccc(Cl)cc1 (centres undefined),-6,4,-5,6,-6,7,1,-9
Oc1cccc2ccc[n+](CC(O)Cn3c4ccccc4c4ccccc43)c12 (centres undefined),7,2,13,6,8,14,-11,-11
CCOC(=O)C1CCN(C(=O)Nc2cccc(OC)c2)CC1,8,10,13,7,2,-5,-4,-22

# Additional compounds
SMILES,CXCR6 block,EBI2 antag,697 NFkB inh,CCR6 antag,Jurkat NFkB inh,Gli-Sufu antag,UBC13 inh,APJ antagonist
COc1cc(OC)cc(N(C(=O)CNC(=O)c2cccs2)C(C(=O)NCC2CCCO2)c2ccc(OC)c(OC)c2)c1 (centres undefined),-2,-5,-15,8,8,-1,-6,-23
Cc1ccc2nc(NCC(=O)NN)nc(-c3ccccc3)c2c1,-2,0,4,9,-7,0,8,3
COc1cccc2sc3cc(NCCCN4CCOCC4)ccc3c(=O)c12,-14,0,-13,1,1,-15,24,-12
Cn1c(S(=O)(=O)c2ccc([N+](=O)[O-])cc2)nc(Br)c1Br,-8,-14,-8,3,14,-2,-14,-32
COc1ccc(CC(=O)N(C)CC(=O)Nc2ccccc2C(F)(F)F)cc1S(=O)(=O)N1CCOCC1,-4,-8,-22,0,-1,26,8,-48
Cc1ccc(S(=O)(=O)Cc2ccc(C(=O)NC3CCCCCC3)o2)cc1,7,-3,-16,15,5,8,-8,18
